Compound activity: PubChem BioAssay, several laboratories
Tn6 DDE FP = inhibitors of Tn6 peptide binding to human fibrin DD(E). P02675. Fibrin DD(E) TRITC-Tn6 fluorescence polarization displacement. inhibition, % at 8.3 µM. 370,000 tested, 0.21% active. AID 720509;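 active = inhibition above a per-campaign cutoff: mean of compounds within control limits plus 3 SD, cut at about 15% in these data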;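 also: 0% = median of all compound wells on the plate and 100% = blocking peptide control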
ASAP1 inh = blocks human ASAP1-stimulated Arf1 GTP hydrolysis | Q9ULH1 | GDP FP detection | inhibition, % at 16.5 µM | 360,000 tested, 0.19% active; in the data active = inhibition above about 25%;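 also: 0% = vehicle with enzyme and substrate and 100% = no enzyme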
rCAG binder = r(CAG) repeat RNA binding | TO-PRO-1 dye displacement fluorescence | inhibition, % at 3 µM | 370,000 tested, 1.3% active | AID 651821;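 active = inhibition above the plate cutoff, the mean of all test compounds on that plate plus 3 SD, cut at about 35% in these data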;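 also: 0% = DMSO alone and 100% = 100 µM mitoxantrone as full dye displacement; higher means more dye released from RNA so lower well fluorescence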
FXN GAA850 act = frataxin GAA850 promoter activation. HEK293 lucGAA850 FXN promoter luciferase reporter, 24 h; percent of 10 µM SAHA response. activation, % at 6 µM. 360,000 tested, 0.56% active. AID 540364;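 active = activation above the average of all compounds screened plus 3 SD, cutoff fixed separately per campaign, cut at about 7.5% in these data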;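 also: 0% = DMSO wells and 100% = 10 µM SAHA wells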
proKLK7 act = activates the human kallikrein-7 zymogen. P49862. purified proKLK7, EDANS-DABCYL substrate fluorescence; 100% is mature enzyme control, 0% vehicle. activation, % at 7 µM. 370,000 tested, 0.9% active;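 active = activation above the mean of all tested compounds plus 3 SD, computed per campaign excluding outliers beyond control limits, cut at about 13% in these data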
Target sequence (P49862 whole entry, looked up): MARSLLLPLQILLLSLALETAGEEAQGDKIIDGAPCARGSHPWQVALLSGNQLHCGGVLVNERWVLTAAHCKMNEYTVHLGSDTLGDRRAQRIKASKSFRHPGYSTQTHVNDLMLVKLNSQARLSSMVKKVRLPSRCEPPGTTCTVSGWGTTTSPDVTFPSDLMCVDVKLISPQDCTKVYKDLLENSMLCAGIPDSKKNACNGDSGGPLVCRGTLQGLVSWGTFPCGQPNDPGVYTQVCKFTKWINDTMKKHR
sPLA2-III inh = Inhibits HGIII-sPLA2 liposome hydrolysis, primary screen; AID 743126; Q9NZ20; QFRET BODIPY PC-A2 liposome hydrolysis, fluorescence; inhibition, % at 12.2 µM; 370,000 tested, 0.56% active;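 active = inhibition above mean plus 3 SD of compounds lying within the high and low control bounds, cut at about 19% in these data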;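 also: 0% = median of test compound wells and 100% = no enzyme DMSO wells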
NPR2 activator = GC-B (human) receptor activation. activation, % at 10 µM. HEK293-GC-B cells, CNP EC30, cGMP TR-FRET; 0% at EC30 CNP, 100% saturating CNP. 370,000 tested, 0.11% active. P20594. AID 1920062;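 active = activation at 10 µM reaching about 35% in either raw or pattern-adjusted values, limit read from the data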
NPR1 activator = GC-A (human) enzyme activation | 370,000 tested, 0.14% active | HEK293 GC-A cells, cGMP TR-FRET, EC30 ANP; 0% at EC30 ANP, 100% saturating ANP | activation, % at 10 µM | AID 1671463; in the data active = activation above about 40%
ADAM10 inh = inhibitors of human ADAM10 | inhibition, % at 7 µM | 370,000 tested, 0.62% active | O14672 | recombinant ADAM10, EDANS/DABCYL FRET peptide cleavage, 3 h;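 active = inhibition above a per-campaign cutoff equal to the mean of compounds falling between control-based bounds plus 3 SD, cut at about 20% in these data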;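 also: 0% = DMSO wells while the 100% control is not disclosed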
Target sequence (O14672 214-748 limits assumed): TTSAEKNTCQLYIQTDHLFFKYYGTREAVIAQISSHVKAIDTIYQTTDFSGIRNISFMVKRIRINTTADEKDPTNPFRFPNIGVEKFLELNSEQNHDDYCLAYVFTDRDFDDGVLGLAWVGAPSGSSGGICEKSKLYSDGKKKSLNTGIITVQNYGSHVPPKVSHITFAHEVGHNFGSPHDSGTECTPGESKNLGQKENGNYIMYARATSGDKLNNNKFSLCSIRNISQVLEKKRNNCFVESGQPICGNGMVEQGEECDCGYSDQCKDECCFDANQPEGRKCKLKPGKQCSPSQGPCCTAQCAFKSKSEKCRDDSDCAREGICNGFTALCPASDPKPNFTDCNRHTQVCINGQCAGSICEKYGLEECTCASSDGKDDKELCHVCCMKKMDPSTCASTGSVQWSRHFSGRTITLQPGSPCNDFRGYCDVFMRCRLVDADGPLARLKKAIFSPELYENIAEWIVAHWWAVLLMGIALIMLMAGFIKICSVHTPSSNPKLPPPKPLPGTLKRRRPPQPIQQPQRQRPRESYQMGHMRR
ARFGAP1 inh = inhibits rat ARF GTPase activating protein 1; Q62848; Arfgap1-stimulated ARF1 GTP hydrolysis, GDP FP detection; inhibition, % at 16.5 µM; 360,000 tested, 0.26% active; AID 651572;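 active = inhibition above a per-plate limit, mean inhibition of low control wells plus 3 SD, cut at about 25% in these data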;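 also: 0% = DMSO wells with enzyme and 100% = wells lacking Arfgap1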
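Assay system: purified rat His6-Arfgap1 residues 1-136 (GAP domain); Reagent: human Δ17 ARF1 bound to GTP; Dosing: 16.5 µM single point, 1.26% DMSO; Times: GTP hydrolysis reaction 2 h at 25 °C; Signal: FP, GDP Alexa 633 tracer displaced from anti-GDP antibody, 620/688 nm; Measure: % inhibition from polarization.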
Numbers without * were called inactive; · = not tested or not shown.

Values run as follows: NPR2 activator	ARFGAP1 inh	proKLK7 act	ADAM10 inh	FXN GAA850 act	rCAG binder	ASAP1 inh	NPR1 activator	Tn6 DDE FP	sPLA2-III inh
COC(=O)c1ccc(NC(=O)CSc2nnc(C)n2-c2ccccc2)cc1
    -5	-17	0.4	3	-3.0	-1	4	-3	2	-4
CCOC(=O)C1=CCC(c2ccccc2Cl)N(S(=O)(=O)c2ccc(C)cc2)C1 (stereo not given)
    -5	0	0.5	-14	·	4	-15	-5	3	-6
CN(CC(=O)Nc1ccc2c(c1)OCCO2)S(=O)(=O)c1ccc(Br)s1
    6	17	0.0	-2	2.2	-2	-3	-2	3	-9
O=S(=O)(c1ccccc1)c1ncc(C(F)(F)F)cc1O
    5	0	-0.6	-32	1.0	-4	4	2	-4	5
CC(=O)c1cccc(NC(=O)Nc2cccnc2)c1
    -6	2	-0.2	-12	-8.8	-2	4	-5	2	-2
CC(C)(C)c1nc(SCC(=O)N2CCCC2)c2ccccc2n1
    -2	0	0.5	-5	1.1	-4	-3	-3	-5	-1
COC(=O)[C@@]1(Cc2ccc(F)cc2)[C@H]2c3cc(C(=O)N(C)C)n(Cc4ccccn4)c3C[C@H]2CN1C(=O)c1ccccc1
    -7	-6	2.4	-31	·	-7	-5	-3	-2	-16
O=C(CN1CCCCC1)Nc1ccc(F)c(Cl)c1
    0	0	-0.4	8	0.8	-3	-4	2	-5	4
CCc1cccc(CC)c1NC(=O)C1SC(=Nc2ccccc2C)C(c2nc3ccccc3s2)=C1N (stereo not given)
    -2	20	-1.1	22*	4.0	42*	10	-3	-2	0
S=c1[nH]nc(COc2ccc(Cl)cc2)n1Cc1ccccc1
    -1	-6	0.3	-1	4.7	8	4	0	10	-2
CC(=O)N1CC(C)Sc2ccc(S(=O)(=O)NC(C)c3ccccc3)cc21 (stereo not given)
    1	-1	0.5	-4	0.5	-6	-8	3	0	-6
COc1ccc(/C=N/Nc2nc(-c3ccc(Cl)cc3)cc(C(F)(F)F)n2)cc1OC
    5	-6	-1.0	10	1.5	3	4	10	-3	-9
Cc1ccc(Oc2cccc3c2S(=O)(=O)N([C@H](C)c2ccccc2)C[C@@H](COCc2ccccc2)O3)cc1
    0	-3	-0.3	3	·	6	-5	3	-4	-7
O=C(NCc1cccnc1)c1cc(C2CCCN(C(=O)C3CCCCC3)C2)on1 (stereo not given)
    4	1	0.1	1	0.3	1	-10	5	2	5
O=C1CC(N2CCC(c3nc4ccccc4s3)CC2)C(=O)N1Cc1ccccc1 (stereo not given)
    1	37*	-0.3	-2	-1.2	-7	17	1	3	-16
CCOCCCNC(=S)NCCCNc1nc2ccc(C)cc2cc1C#N
    -6	-8	8.3	-376	·	-7	-13	-6	-5	0
O=C(c1ccccc1)C1CC1c1ccccc1 (stereo not given)
    0	5	-0.8	-8	0.9	1	6	-5	6	0
CN(CC(=O)Nc1ccc(F)cc1)C(=O)COC(=O)CCN1C(=O)C2CC=CCC2C1=O (stereo not given)
    5	-3	0.6	1	-0.1	-4	-9	-1	5	-2
COc1ccccc1/C=C/C(=O)OCC(=O)NC(=O)NC1CCCC1
    -4	0	-1.1	-165	-0.3	-1	11	-2	4	-7
O=C(CSC1=NS(=O)(=O)c2cc(F)ccc2N1)NCc1ccccc1Cl
    2	12	-0.2	-3	-0.7	12	-4	0	2	-6
CC(C)c1ccccc1NC(=S)NC1CCCCC1
    0	3	0.5	-5	1.7	-5	8	2	3	13
CCN(CC)C(=O)COc1ccc(/C=C(\C#N)S(=O)(=O)c2ccccc2)cc1OC
    0	2	-0.1	-19	0.5	2	15	5	-1	1
CC(=O)N1CCC(C(=O)N2c3ccccc3N=C(c3ccc4c(c3)OCO4)C2C(=O)NCc2ccccc2)CC1 (stereo not given)
    -2	7	0.5	-65	·	5	1	1	-5	2
NCCNC[C@@H]1COC2(CCCCCCCCCCC2)O1
    -6	8	0.7	5	1.2	4	9	-1	-5	8
O=C1S/C(=C\C=C\c2ccco2)C(=O)N1c1ccc(O)cc1
    0	4	0.4	-11	6.4	38*	11	-4	-11	-2
CCOC(=O)c1sc(N2C(=O)C(O)=C(C(=O)c3ccco3)C2c2cccc([N+](=O)[O-])c2)nc1C (stereo not given)
    -6	-8	-0.2	11	4.9	70*	-4	-5	4	-5
O=C(NCc1ccc2c(c1)OCO2)C(c1ccco1)N(C(=O)c1csnn1)c1ccccc1 (stereo not given)
    1	-11	-0.2	0	0.4	-1	6	-5	2	1
Cc1ccc(NC(=O)N2CCC(c3ccccc3)C2)cc1C (stereo not given)
    -1	-6	0.5	-2	6.3	-5	-9	0	1	1
Cc1ccccc1C(=O)NC(=S)NC1CC1
    4	9	0.3	-11	0.9	1	0	4	-1	12
COc1ccc(S(=O)(=O)N2CCc3ccccc32)cc1C(=O)NCC(c1ccco1)N1CCCC1 (stereo not given)
    1	1	0.5	-9	2.6	2	6	-6	-2	-7
O=C(c1cc2c(s1)CCCC2)N1CCN(S(=O)(=O)c2ccccc2)CC1
    2	3	0.4	-8	1.4	-2	10	-3	6	0
Cc1ccc(C(=O)n2nc(-c3ccco3)nc2N)cc1
    9	8	-0.1	2	-1.1	4	-1	-4	-16	4
Cc1nc(CNC(=O)CC2C(=O)NCCN2Cc2ccc(F)cc2)cs1 (stereo not given)
    -2	10	0.1	-8	-0.5	2	23	0	7	0
Cc1cc(NC(=O)CCCC(=O)N(c2ccccc2)C(C(=O)NC2CCCCC2)c2cccs2)no1 (stereo not given)
    2	7	0.4	-2	0.9	-4	4	3	2	5
CN(C)S(=O)(=O)c1cc(NC(=O)COC(=O)CC2CC3CCC2C3)ccc1Cl (stereo not given)
    -5	15	0.1	0	0.9	9	-1	-2	-8	-11
COC(=O)[C@]12CCCCC=C1N(Cc1cccc3ccccc13)C(=O)[C@H](CC(=O)N1CCOCC1)C2
    5	-5	0.0	-3	·	6	5	-11	-3	-7
CC(=O)NNc1ccc(C(F)(F)F)cc1[N+](=O)[O-]
    0	6	0.0	6	-2.9	0	5	5	-11	2
O=C(c1ccccc1)N1CCN(S(=O)(=O)c2ccc(Cl)c(C(F)(F)F)c2)CC1
    -2	-5	0.7	-5	0.5	1	-1	-2	0	0
COc1ccc(NC(=O)c2cc3c([nH]c4ccccc43)c(C)n2)cc1
    7	5	0.7	3	1.6	5	-11	4	1	-2
COc1cc(N2CCCC2)c(OC)cc1C=O
    -12	2	0.3	-4	-1.2	1	6	-2	-3	6
CCCc1cc(-c2n[nH]c(C(=O)OCC)c2-c2cscn2)c(O)cc1O
    -6	7	0.1	9	-1.6	-1	3	0	1	-35
O=C(c1ccc(OC2CCN(Cc3cccc(F)c3)CC2)cc1)N1CCCCC1
    2	-7	0.2	-9	-0.8	-11	15	4	6	-8
Cc1cccc2cc(COC(=O)C3CCCO3)c(=O)[nH]c12 (stereo not given)
    -6	2	-0.1	-25	3.3	-2	-5	10	-3	2
O=C(CSc1ncnc2c1oc1ccccc12)N1CCN(c2ccccc2)CC1
    1	-6	0.3	-5	-1.4	-2	10	2	8	-1
Cc1ccc(Nc2nc(C)nc3c2oc2ccccc23)cc1
    -7	11	-1.2	-25	3.2	0	6	11	3	-2
Cc1ccc(CNC(=S)N2CCOCC2)cc1
    0	8	1.3	-10	-1.1	-1	-8	2	-1	6
c1ccc2[nH]c(CN3CCOCC3)nc2c1
    6	12	0.0	2	-1.6	-2	-6	0	10	2
CN(CCc1ccccc1)C(c1ccnc2ccccc12)c1nnnn1-c1ccc2c(c1)OCCO2 (stereo not given)
    -4	3	-0.1	4	·	5	7	-3	4	-11
Cc1ccc(Cn2cc(CN3CC(N4CCN(CCO)CC4)CS3(=O)=O)nn2)cc1 (stereo not given)
    -2	-4	0.1	-6	·	2	-7	1	2	4
CC(=O)CC[C@@H]1CC[C@]2(CCCN(S(C)(=O)=O)C2)O1
    -6	·	-0.3	-14	·	3	·	0	3	22*
C#CCNC(=O)C1=C[C@@H](C2CCCCC2)C[C@@H](OCc2ccc(CO)cc2)O1
    0	-19	0.7	8	0.6	3	10	-3	0	-11
COc1cc(NC(=O)c2ccco2)c(C(=O)OCC(=O)Nc2ncc(Cl)cc2Cl)cc1OC
    -5	-14	-1.6	-8	-1.6	16	3	5	4	-3
CCOC(=O)/C(=N\Nc1ccccc1[N+](=O)[O-])c1csc(N)n1
    -18	-4	-0.6	1	2.8	4	-3	-51	0	11
O=C(OCc1ccc(C(=O)c2ccccc2)cc1)c1cccc(-c2nnc(-c3ccccc3)o2)c1
    3	10	-0.2	1	3.1	-1	-7	3	2	2
